# BAZ2B block – blocks human BAZ2B; AlphaScreen BAZ2B-H3K14Ac peptide displacement; Potency, µM (highest dose often 114 µM), inactives show top-dose activity change, negative = inhibition, usual class: inhibitors; hit rate 4.4% among 360,000; AID 504333; also: potency is read from the fitted curve at half-maximal effect; % is scaled to controls: 0 for no effect and ±100 for the full control effect; nearly all actives have a fitted effect of over 60% in size
#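 AlphaScreen displacement: compounds (up to 110uM) incubated 30 min at room temperature with a preformed 50 nM BAZ2B/50 nM biotinylated H3K14Ac peptide complex in PBS pH 7.4 with Tween-20. Donor and acceptor beads at 10 ug/mL final added, 20 min light-protected before reading.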
# GLS inh – inhibitors of human glutaminase (GLS); GLS enzymatic activity, qHTS titration; hit rate 0.21% among 410,000; AID 624170; Potency, µM (doses to about 45.5 µM), without a hit: top-dose activity change, negative = inhibition, usual class: inhibitors; also: potency is read from the fitted curve at half-maximal effect; % is scaled to controls: 0 for no effect and ±100 for the full control effect
#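 Enzyme dispensed in phosphate buffer (45 mM, pH 8.2, 0.02% Tween-20), compounds pinned in, then 1 mM L-glutamine solution and the glutamate oxidase–HRP–Amplex Red mix added; fluorescence read immediately and again after 30 min at room temperature.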
# RGS4 inhibitor – blocks human RGS4-accelerated GTP hydrolysis. P49798. Transcreener GDP fluorescence polarization, RGS4-accelerated GTP hydrolysis. Potency, µM (highest dose often 114 µM), for the others: at the top dose activity change, negative = inhibition, most hits filed as inhibitors. hit rate 0.039% among 390,000. AID 504845; also: potency is read from the fitted curve at half-maximal effect; % is scaled to controls: 0 for no effect and ±100 for the full control effect; nearly all actives have a fitted effect of over 75% in size; some results filed as inactive show a strong effect at the top dose
#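 MLSMR compounds (23 nl, pin-transferred) preincubated 10 min at room temperature with a 500nM (2x) first reagent, then RGS4 at 900nM (2x) plus Transcreener GDP mix added; fluorescence polarization (620/688 nm) read before and after 90 min at 30 °C.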
# 12-LOX inh – inhibitors of human 12S-lipoxygenase ALOX12; Potency, µM (doses to about 108 µM), for the others: top-dose activity change, negative = inhibition, actives largely listed as inhibitors; hit rate 1.1% among 580,000; purified 12hLO, xylenol orange hydroperoxide absorbance; P18054; also: potency is read from the fitted curve at half-maximal effect; % is scaled to controls: 0 for no effect and ±100 for the full control effect
# Target sequence (P18054 whole entry, looked up): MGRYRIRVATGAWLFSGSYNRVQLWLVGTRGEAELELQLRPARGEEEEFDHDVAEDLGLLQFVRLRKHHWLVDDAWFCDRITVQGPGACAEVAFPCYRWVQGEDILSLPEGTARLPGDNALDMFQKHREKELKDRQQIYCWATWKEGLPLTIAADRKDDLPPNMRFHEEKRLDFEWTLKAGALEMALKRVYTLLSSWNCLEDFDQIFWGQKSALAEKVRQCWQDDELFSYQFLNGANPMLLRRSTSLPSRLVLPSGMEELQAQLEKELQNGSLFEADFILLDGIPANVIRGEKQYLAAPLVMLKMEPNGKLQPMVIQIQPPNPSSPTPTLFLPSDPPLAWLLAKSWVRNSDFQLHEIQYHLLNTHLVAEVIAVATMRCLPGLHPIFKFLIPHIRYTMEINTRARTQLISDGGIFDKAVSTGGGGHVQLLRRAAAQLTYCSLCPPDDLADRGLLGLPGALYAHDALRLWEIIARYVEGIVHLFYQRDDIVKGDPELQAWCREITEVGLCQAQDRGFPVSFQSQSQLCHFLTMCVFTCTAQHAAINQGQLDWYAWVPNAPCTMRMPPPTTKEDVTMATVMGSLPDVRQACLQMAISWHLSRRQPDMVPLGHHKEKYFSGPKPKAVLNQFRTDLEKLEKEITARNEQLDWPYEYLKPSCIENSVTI
#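 Purified human 12hLO at 150 nM in 25 mM Hepes, 0.01% Triton X-100, pH 7.0, preincubated 15 min at room temperature with compound. Reaction started with 40 uM arachidonic acid, 30 min at room temperature. Hydroperoxide measured by Fe-xylenol orange, 573/405 nm absorbance ratio.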
# G9a inh – inhibitors of human histone lysine methyltransferase G9a; Q96KQ7; G9a H3K9 monomethylation, AlphaScreen, 2 h; Potency, µM (highest dose often 102 µM), without a hit: top-dose activity, negative = inhibition, usual class: inhibitors; hit rate 8.8% among 350,000; AID 504332; also: potency is read from the fitted curve at half-maximal effect; % is scaled to controls: 0 for no effect and ±100 for the full control effect; nearly all actives have a fitted effect of over 75% in size
#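 AlphaScreen read-out: biotin-H3K9 peptide (500 nM) methylation by 20 nM enzyme with 20 uM SAM, 2 h at room temperature after 15 min compound preincubation; anti-monomethyl H3K9 antibody plus donor/acceptor beads, 10 min dark.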
# PI4K2A inh – inhibitors of human PI4K2A. activity change, negative = inhibition, % at 76.9 µM. Q9BTU6. hit rate 0.13% among 420,000. purified PI4K2A, ADP-Glo luminescence, 1 h; active compounds read low. AID 1346378; in the data active = activity change below about -50%; inconclusive = mostly about -30% to -49%;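 also: -100% = wells without enzyme as full effect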
#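 PI4K2A activity was measured by ADP-Glo luminescence: enzyme (4 ug/mL stock) and phosphatidylinositol (1.2 mM stock) in Tris pH 7.5/MgCl2/EGTA/Triton X-100 buffer were reacted with ATP (300 microM stock) for one hour at ambient temperature.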
# JMJD2A Tudor inh – inhibitors of human JMJD2A Tudor domain; O75164; AlphaScreen JMJD2A-Tudor / H3K4me3 peptide binding; Potency, µM (top dose mostly 114 µM), without a hit: at the highest dose activity change, negative = inhibition, actives largely listed as inhibitors; hit rate 4.4% among 390,000; also: potency is read from the fitted curve at half-maximal effect; % is scaled to controls: 0 for no effect and ±100 for the full control effect; nearly all actives have a fitted effect of over 50% in size
# HP1b binding inh – HP1-beta chromodomain-methylated histone interaction inhibition. P83916. AlphaScreen HP1-beta / biotin-H3K9me3 peptide binding. Potency, µM (top dose mostly 114 µM), inactives show at the top dose activity change, negative = inhibition, hits mostly inhibitors. hit rate 0.56% among 390,000; also: potency is read from the fitted curve at half-maximal effect; nearly all actives have a fitted effect of over 70% in size; inactives centre near 23
#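 HP1-beta protein (50 nM final) preincubated 30 min at room temperature with biotinylated H3(1-18)K9me3 peptide (50 nM) in PBS pH 7.4, 0.01% Tween-20, then compound added for 30 min. AlphaScreen streptavidin donor/nickel chelate acceptor beads (10 ug/mL final), 30 min dark, luminescence read.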
# ERG-DNA inh – blocks human ERG Ets domain binding to DNA. fluorescence polarization, His-ERG Ets domain / labelled DNA. Potency, µM (series often up to 76.9 µM), without a hit: top-dose FP activity, negative = inhibition, hits mostly inhibitors. hit rate 0.028% among 370,000. AID 624246; active = well fitted inhibition curve with a large enough effect in the polarisation, with a control signal flat; inconclusive = small, poorly fitted or top-dose-only effect, or effect the other way, or a change in a side signal; inactive = no such curve, though single readings can be large or run the other way; the % refers to the polarisation;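 also: polarization taken with two DNA probes labelled with fluorescein and Texas red; potency is read from the fitted curve at half-maximal effect; % of control where 0% means no effect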
# Target sequence (P11308 whole entry, looked up, the tested form may be a part): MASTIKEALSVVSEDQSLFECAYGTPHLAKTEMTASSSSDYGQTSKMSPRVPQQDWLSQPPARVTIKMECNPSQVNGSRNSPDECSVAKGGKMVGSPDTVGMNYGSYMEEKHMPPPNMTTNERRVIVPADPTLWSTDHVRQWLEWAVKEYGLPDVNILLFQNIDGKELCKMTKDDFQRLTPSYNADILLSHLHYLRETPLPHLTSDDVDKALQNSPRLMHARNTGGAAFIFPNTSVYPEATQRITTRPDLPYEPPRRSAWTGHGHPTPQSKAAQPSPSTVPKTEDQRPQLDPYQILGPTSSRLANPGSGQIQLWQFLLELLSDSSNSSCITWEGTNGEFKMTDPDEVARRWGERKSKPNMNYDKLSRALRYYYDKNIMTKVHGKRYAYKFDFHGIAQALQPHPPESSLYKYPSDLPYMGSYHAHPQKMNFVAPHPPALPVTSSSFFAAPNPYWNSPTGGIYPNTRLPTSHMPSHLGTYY
#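 His-tagged ERG Ets domain (1 uM in the protein solution; 300mM KCl, 50mM Tris-HCl, 1mM EDTA, 1mM DTT, pH 7.5) received compound, then a probe mix of 5 nM fluorescein-DNA and 100nM Texas-615-DNA. Fluorescence polarization was read for both dyes.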
# * marks the source's active call; other numbers are inactive results; i = inactive; u = inconclusive; x = not tested or not shown; & = joins results of further samples; [ ] = remark or other dose. Unless noted, calls follow the shape of the dose curve; as a rule, active = well fitted curve in the direction sought with a large enough effect; inconclusive = small, poorly fitted or top-dose-only effect, or another doubt; inactive = no such curve, though single readings can be large; an effect the other way counts as inactive or inconclusive. These rows are one share of the data. The share of hits here may be higher or lower than overall.
SMILES,BAZ2B block,GLS inh,RGS4 inhibitor,12-LOX inh,G9a inh,PI4K2A inh,JMJD2A Tudor inh,HP1b binding inh,ERG-DNA inh
COC(=O)c1c(SCC(=O)Nc2cc(C)cc(C)c2)[nH]c2ccccc2c1=O,1.5%,6.3%,6.3%,-18.4%,9.9%[59 µM],-1.8,-8.9%,41.0%[activator],5.7%
O=C(CSc1ncccn1)NC1CCCc2ccccc21 (stereo not drawn),22.2%,-15.5%,6.7%,0.0%,68.0%[activator],1.9,-5.2%,11.1%,3.1%
Cc1cccc(N2CCN(CC(=O)NCC3CCCCC3)CC2)c1C,50.1µM*,1.4%,6.8%,0.891µM*,28.2µM*,12.1,5.01µM*,u,-0.7%
N=C1/C(=C/c2cccn2Cc2ccc(Cl)cc2)C(=O)N=C2SC=CN12,u,2.9%,-19.9%,-18.9%,6.5%,-1.8,-17.1%,-9.1%,-2.6%
COc1cccc(NC(=O)c2ccc(CN3CCOCC3)cc2)c1,-5.3%,-6.5%,-28.1%,4.5%,-11.4%[59 µM],-3.3,8.7%,39.7%[activator],6.6%
O=C1c2ccccc2C(=O)C1c1ccnc2ccccc12,3.3%,u,-7.2%,-3.6%,-11.9%[59 µM],-5.9,79.4µM*,79.5%[activator],-0.5%
CCN(c1ccccc1)S(=O)(=O)c1ccc(OC)c(NC(=O)CCc2nc3ccccc3c(=O)[nH]2)c1,-0.9%,3.1%,-5.1%,-16.1%,44.7µM*,1.5,-15.2%,11.0%,-7.2%
COCCn1c(=O)[nH]c2cc(C(=O)NCCN3CCN(c4ccccc4F)CC3)ccc2c1=O,5.4%,3.4%,15.3%,8.3%,0.3%[2.33 µM],4.8,0.7%,16.6%,-9.8%
Cc1cc(C)cc(OCC(O)Cn2nc(C)cc2C)c1 (stereo not drawn),-0.5%,-2.8%,31.7%,0.0%,7.9%,1.5,-12.5%,15.9%,-7.1%
CCOC(=O)c1sc(NCCNc2nc(C)c(C(=O)OCC)s2)nc1C,-12.3%,3.6%,-31.2%,x,50.1µM*,-2.1,50.1µM*,7.7%,-0.5%
Cc1nc(C(F)(F)F)c(C(=O)N/N=C(\N)c2ccccn2)s1,10µM*,25.1%,-7.2%,6.6%,11.0%,0.9,79.4µM*,14.4%,9.6%
O=C(CSc1nn(-c2ccc(Cl)cc2)c(=S)s1)NCC1CCCO1 (stereo not drawn),-7.6%,-1.8%,2.2%,-0.5%,-5.3%,2.9,-7.5%,31.7%,3.6%
COc1ccccc1N1CCN(c2cnccn2)CC1,-14.4%,15.0%,4.0%,28.3%,-1.0%,-29.9,-15.6%,26.4%,16.6%
O=C(Cn1c(CC(=O)N2CCCC2)nc2ccccc21)NCc1ccccc1,-10.4%,4.2%,-11.1%,-25.7%,-35.7%[12.7 µM],-2.1,1.9%,20.8%,-3.3%
CC(C)Sc1nc(N)nc2c1ncn2C1OC(CO)C(O)C1O (stereo not drawn),x,1.1%,-1.9%,2.9%,x,-0.7,-9.0%,19.9%[57 µM],13.0%
CCN1C(=O)C(CC(=O)Nc2ccccc2Cl)N(NC(=O)c2cccc(F)c2)C1=S (stereo not drawn),-33.8%,-5.8%,-31.9%,0.0%,u,0.4,-13.9%,35.2%,0.2%
CN(C)c1ccc(/C=C(\C#N)c2nc(-c3ccc(Cl)c(Cl)c3)cs2)cc1,-3.3%,13.7%,-36.6%,-19.7%,u,-1.1,-7.5%,39.3%[activator],u
CC(C)n1cc(-c2ccc(Cl)cc2)cc(C#N)c1=O,180.7%[activator],9.0%,3.7%,0.0%,131.2%[activator],-8.5,123.5%[activator],171.2%[activator],-1.6%
CCCN(Cc1ccccc1)C(=S)Nc1ccc(OC(F)F)cc1,-0.5%,1.1%,-16.5%,-17.7%,-5.6%,-2.9,-4.4%,37.7%,5.0%
CCOc1ccc(C(c2c(O)nc(SC)[nH]c2=O)c2c(O)nc(SC)[nH]c2=O)cc1,x,15.6%,u,178.6%[activator],x,-13.9,-20.8%,32.2%,-13.6%
CC1(C)C(C=C(Cl)Cl)C1C(=O)Nc1ccc([N+](=O)[O-])cc1 (stereo not drawn),u,-0.4%,-9.6%,u,2.6%[59 µM],2.9,-31.6%,-0.6%,-9.0%
O=C(Nc1cccc(Cl)c1)Nc1cnccn1,-1.9%,-0.6%,14.1%,481.6%[activator],27.2%,2.4,-21.2%,26.8%,-11.4%
Nc1nonc1-n1nnc(C(=O)N/N=C/c2ccc(O)cc2)c1COc1ccc(F)cc1,-1.1%,4.8%,10.5%[56.9 µM],7.7%,2.0%[59 µM],-4.4,-10.8%,23.5%,5.2%
CC(C)CNC(=O)c1cc(=O)[nH]c2ccc(S(=O)(=O)Nc3ccc(F)cc3)cc12,2.7%,-10.0%,-0.7%,0.1%,11.5%,2.9,-6.2%,62.1%[activator],18.4%
CC1=NN(Cc2ccccc2)C(=O)C1C(c1ccc(Cl)cc1)C(C#N)C#N (stereo not drawn),u,4.4%,u,39.8µM*,u,31.3,u,u,x
COc1cc(OC)cc(C(=O)NCc2ccc3c(c2)OCO3)c1,-14.6%,1.6%,21.0%,i,17.1%,3.1,u,-3.5%,6.2%
CN1C(=O)c2ccc(C(=O)NCc3ccco3)cc2C1=O,-39.0%,-5.3%,-17.0%,0.0%,22.6%,0.8,-12.4%,19.4%,-1.8%
CC1=C(C(=O)OC(C)C)C(c2cccs2)N2C(=O)CCSC2=N1 (stereo not drawn),-18.5%,1.0%,-10.0%,8.7%,1.1%[59 µM],1.5,-23.4%,4.4%,3.4%
Cc1[nH]nc2c1C(c1ccc(Cl)cc1)C(C#N)=C(N)O2 (stereo not drawn),-4.1%,18.9%,-51.4%,u,u,-5.3,-7.2%,25.2%,5.0%
Cc1nc(Cl)c(C#N)c2c1CCCC2,9.8%,-7.3%,-22.6%[56.9 µM],-11.5%,x,10.8,-0.7%,1.6%,13.7%

# An excerpt from above, limited to G9a inh and PI4K2A inh.
Structure | G9a inh | PI4K2A inh
CCCN(Cc1ccccc1)C(=S)Nc1ccc(OC(F)F)cc1 | -5.6% | -2.9
CCOc1ccc(C(c2c(O)nc(SC)[nH]c2=O)c2c(O)nc(SC)[nH]c2=O)cc1 | x | -13.9

# Next part:
SMILES,BAZ2B block,GLS inh,RGS4 inhibitor,12-LOX inh,G9a inh,PI4K2A inh,JMJD2A Tudor inh,HP1b binding inh,ERG-DNA inh
COC(=O)NC1c2ccccc2Oc2ccccc21,-1.4%,-10.3%,-15.0%,x,-19.5%[2.33 µM],-0.7,-8.8%,18.9%,-8.5%
COc1ccc(C2/C(=C(/O)c3ccc4c(c3)CC(C)O4)C(=O)C(=O)N2CCCn2ccnc2)cc1 (stereo not drawn),u,-2.5%,-2.7%,-2.9%,u,6.2,u,5.3%,-0.6%
O=C(CSc1nnc(-c2ccccc2)o1)NC1CCCC1,-4.2%,-0.1%,-22.6%,4.4%,7.0%[0.501 µM],-2.4,-2.8%,17.9%,-0.4%
CCOc1ccccc1NC(=O)CSc1nnc(CC)c(CC)n1,7.4%,0.4%,-26.2%,-14.8%,5.8%[59 µM],-7.0,2.3%,22.8%,-0.1%
CCN1CCN(c2ccc(NC(=O)c3ccc4c(c3)OCCO4)cc2C)CC1,u,12.8%,-2.9%,u,7.94µM*,0.0,-15.6%,0.9%,9.1%
CC(C)CC1(C)NC(=O)N(CC(=O)Nc2ccccc2Br)C1=O (stereo not drawn),x,3.2%,5.8%,-7.5%,x,-0.6,-1.4%,10.6%[57 µM],0.5%
CNC(=O)c1[nH]cnc1C(=O)N[C@@H](Cc1ccccc1)C(=O)OCc1ccccc1,-22.2%,-1.2%,-6.5%,21.3%,-4.4%[12.7 µM],-4.6,-24.6%,46.8%[activator],10.9%
COc1ccc(-c2nnn(CC(=O)Nc3sc4c(c3C#N)CCCC4)n2)cc1,-0.6%,6.4%,21.3%,u,20.4%[59 µM],5.6,-7.9%,44.0%[activator],-8.7%
COc1ccc(NC(=O)c2c(C)oc3ccc(O)c(CN4CCC(C)CC4)c23)cc1,u,44.1%[activator],2.6%,u,u,2.1,-17.7%,-1.5%,-21.2%
CCn1ncc(Br)c1C(=O)Nc1sc2c(c1C(=O)OC)CCC2,x,7.9%,2.9%,2.4%,x,0.6,12.2%,14.4%,x
c1ccc(-c2nnc3ccc(N4CCCC4)nn23)cc1,8.3%,-1.4%,-4.0%,7.1%[57.4 µM],0.3%[59 µM],-5.8,3.5%,35.8%,1.7%
COC(CNC(=O)CCCn1nnnc1CN1CCOCC1)c1cccs1 (stereo not drawn),-34.6%,-3.2%,-28.2%,u,-5.1%[12.7 µM],-2.0,-1.5%,52.2%[activator],11.5%
C=CCOc1nc2c(c(=O)n(C)c(=O)n2C)n1Cc1c(Cl)cccc1Cl,7.7%,6.1%,3.8%,14.4%&19.4%,-6.5%[59 µM],3.0,-26.5%,2.2%,-6.8%
O=C(NCCc1c[nH]c2ccccc12)c1ccc(Cl)cc1,u,22.9%,-10.3%,u,u,-0.1,-24.9%,11.4%,6.4%
O=C(Nc1cc(Cl)ccc1Cl)c1cc(S(=O)(=O)NCCc2ccccc2)ccc1F,4.6%,1.1%,-5.1%,-0.7%,3.6%[59 µM],-3.0,-9.5%,40.8%[activator],3.0%
